Screens deposited in PubChem by several laboratories.
hiPSC survival: hiPSC single-cell survival enhancement. ATPlite luminescence; 100% = ROCK inhibitor wells, 0% = DMSO. survival enhancement, % at 20 µM. 360,000 compounds, 0.044% hits; in the data active = survival enhancement above about 18%;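 also: cells exposed to compounds for 16 hours before the ATP read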
NR2E3 ag-1: NR2E3 (human) agonism; Q9Y5X4; 320,000 compounds, 0.12% hits; AID 2300; GST-NR2E3/biotin-RetCOR TR-FRET, 1536-well; inhibition of corepressor binding, % at 4.78 µM;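 active = percent inhibition above the cutoff of mean plus 3 SD of all tested compounds, set per screening campaign, cut at about 20% in these data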;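 also: 0% = DMSO wells and 100% = biotin wells as full block of FRET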
Target sequence (Q9Y5X4 whole entry, looked up): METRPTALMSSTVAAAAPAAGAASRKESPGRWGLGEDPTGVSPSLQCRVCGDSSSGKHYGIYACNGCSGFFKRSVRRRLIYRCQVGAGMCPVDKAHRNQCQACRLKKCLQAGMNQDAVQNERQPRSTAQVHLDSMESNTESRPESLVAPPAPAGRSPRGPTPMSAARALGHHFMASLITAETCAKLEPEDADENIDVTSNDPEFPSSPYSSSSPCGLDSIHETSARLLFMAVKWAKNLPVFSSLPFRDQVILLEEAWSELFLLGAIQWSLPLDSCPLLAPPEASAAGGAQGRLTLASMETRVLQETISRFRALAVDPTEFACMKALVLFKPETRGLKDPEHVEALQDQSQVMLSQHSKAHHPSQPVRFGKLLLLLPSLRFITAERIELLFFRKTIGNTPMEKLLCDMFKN
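Assay system: NR2E3–RetCOR corepressor complex. Quantity: 1.35 nM GST-NR2E3. Buffer or medium: pH 7.5 Tris-based buffer. Reagent: biotinylated RetCOR corepressor at 7 nM final. Schedule: 5 h at 4 °C. Detection: TR-FRET, emission read at 617 and 671 nm. Replicates: one well per compound, singlicate testing.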
MITF TRPM1 inh: MITF TRPM1 promoter inhibition in SK-MEL-5 cells; SK-MEL-5 TRPM1 promoter luciferase, 24 h; inhibition, % at 12.5 µM; 330,000 compounds, 0.83% hits; AID 488899;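 active = mean inhibition across replicates of 60% or more, whatever share of single replicates reaches that level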; also: values of inactives mirror those of a sister screen read the other way
TWEAK Fn14 block: TWEAK-Fn14 signaling inhibition; TWEAK-stimulated Fn14 reporter cells, luciferase luminescence, 8 h; inhibition, % at 10 µM; 360,000 compounds, 2% hits; AID 1159606; in the data active = inhibition above about 50%
Peg3 promoter: reduces Peg3 promoter-driven luciferase expression in HeLa; HeLa PEG-Prom luciferase reporter, luminescence, overnight; inhibition, % at 20 µM; 360,000 compounds, 1.7% hits;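 active = inhibition of at least 50% at 20 µM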
KKLEB cytotox: counter-screen for CF NF-kB inhibitors: cytotoxicity. 360,000 compounds, 0.36% hits. activity change (cytotoxicity), % at 5 µM. KKLEB CF airway cells viability, ATPlite luminescence, overnight; hits give low values; cells stimulated with P. aeruginosa culture filtrate. AID 602141;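 active = corrected activity change at or below -50% at 5 µM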
CF NFkB block: blocks PAF-induced NF-kB reporter in cystic fibrosis cells; KKLEB NF-kB-GFP reporter, GFP fluorescence overnight; inhibition, % at 5 µM; 360,000 compounds, 0.86% hits; AID 588850;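 active = at least 50% inhibition at 5 µM, scaled per plate between neutral and stimulator controls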;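 also: PAF is a Pseudomonas aeruginosa culture filtrate used as stimulus; plate controls were PAF-stimulated DMSO wells for no effect and unstimulated DMSO wells for full effect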
aDG glyco act: increases alpha dystroglycan glycosylation | AID 624168 | 360,000 compounds, 0.22% hits | activation, % at 10 µM | Pro5-aDG cells, alpha-DG glycosylation AlphaScreen (IIH6); 0% Pro5, 100% B10-LARGE cell signal;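 active = activation of at least 8% versus controls, or a plate z-score of at least 8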;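 also: Pro5 are CHO cells carrying HIG-tagged alpha-DG that lacks glycosylation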
NR2E3 ag-2: agonists of human NR2E3 nuclear receptor. CHO-S Gal4-NCOR/VP16-NR2E3 two-hybrid, luciferase. inhibition of corepressor binding, % at 3.98 µM. 360,000 compounds, 0.35% hits. AID 602229;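 active = inhibition above the mean of all tested compounds plus 3 SD, cut at about 70% in these data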;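 also: 0% = DMSO with NR2E3 transfected cells and 100% = cells lacking NR2E3 construct; higher means lower luciferase signal from less NR2E3 corepressor binding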
HIF-2a block: blocks HIF-2a reporter activity. 786-0 RCC cells HIF-2a reporter, luciferase luminescence, overnight. inhibition, % at 18.8 µM. 360,000 compounds, 0.72% hits. AID 624352;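 active = inhibition of the luminescence signal of 40% or more relative to plate controls, in a single-dose primary screen at 18.75 µM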
Shn3 3UTR inh: inhibitors of Schnurri-3 3'UTR reporter in osteoblasts | inhibition, % at 12.5 µM | 360,000 compounds, 0.52% hits | Clone20 osteoblast Shn3 3'UTR firefly luciferase, 24 h;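 active = mean inhibition of at least 75% with every replicate also reaching 75%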;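 also: 0% = median of neutral control wells and 100% = pilot-screen positive control compound; some compounds past the cut are filed as inactive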
Starred values were filed as active, the others as inactive; · = no result given; & = joins results of further samples.

1: COc1ccc2cc(C(=O)NCCCN3CCCC3=O)[nH]c2c1
2: COc1ccc(CN(C(=O)CSc2nnc(-c3c[nH]c4ccccc34)o2)c2ccc(F)cc2)cc1OC
3: O=C(COc1ccc2c(c1)oc(=O)c1ccccc12)NCCCN1CCOCC1
4: COc1cccc2cc(-c3nc4ccccc4o3)c(=O)oc12
5: CN(C1CCCCC1)S(=O)(=O)c1ccc(NC(=O)CCC(=O)O)cc1
assay / compound	1	2	3	4	5
hiPSC survival	0.2	2.6	-0.6	0.4	-3.3
NR2E3 ag-1	0	0	0	4	-1
MITF TRPM1 inh	4	0	-5	-33	6
TWEAK Fn14 block	-10	72*	-40	29	0
Peg3 promoter	-41	107*	-12	-196	1
KKLEB cytotox	6	-8	1	12	11
CF NFkB block	-18	63*	-24	-14	1
aDG glyco act	-0.2	-0.6	-0.1	0.6	-0.2
NR2E3 ag-2	-29	34	-1	-60	-19
HIF-2a block	-72	-176	-16	-188	17
Shn3 3UTR inh	-23	80	-9	-54	7

2 entries from above in another layout:
Second line of a record: hiPSC survival | NR2E3 ag-1 | MITF TRPM1 inh | TWEAK Fn14 block | Peg3 promoter | KKLEB cytotox | CF NFkB block | aDG glyco act | NR2E3 ag-2 | HIF-2a block | Shn3 3UTR inh
2) COc1ccc(CN(C(=O)CSc2nnc(-c3c[nH]c4ccccc34)o2)c2ccc(F)cc2)cc1OC
→ 2.6 | 0 | 0 | 72* | 107* | -8 | 63* | -0.6 | 34 | -176 | 80
3) O=C(COc1ccc2c(c1)oc(=O)c1ccccc12)NCCCN1CCOCC1
→ -0.6 | 0 | -5 | -40 | -12 | 1 | -24 | -0.1 | -1 | -16 | -9

(cont.)
6: Cc1nn2c(NCc3ccccn3)c3c(nc2c1-c1ccccc1)CCC3
7: CCCCCC(=O)Nc1ccc(Cl)cn1
8: CN(C)S(=O)(=O)c1ccc(NC(=O)COC(=O)Cn2[nH]c(=O)c3ccccc3c2=O)cc1
9: CCc1nc2c(OCc3ccc(C(F)(F)F)cc3)cccn2c1N(C)C(C)=O
10: CCOc1cc(NC(=S)NCCCN2CCOCC2)c(OCC)cc1NC(=O)c1ccc(OC)cc1
assay / compound	6	7	8	9	10
hiPSC survival	0.0	-1.2	-0.1	1.0	-0.4
NR2E3 ag-1	-1	-1	0	·	3
MITF TRPM1 inh	·	-60	7	·	-4
TWEAK Fn14 block	-9	-26	-4	0	-3
Peg3 promoter	38	-89	2	2	-1
KKLEB cytotox	0	-15	-16	0	-2
CF NFkB block	-20	11	2	21	-11
aDG glyco act	0.4	0.0	0.0	0.0	-0.1
NR2E3 ag-2	16	-18	-10	-4	-56
HIF-2a block	14	-164	10	-21	9
Shn3 3UTR inh	50	-45	16	-4	4

11: O=C(c1c(F)cccc1F)N(Cc1ccccn1)C1CCCC1
12: CC(C)Oc1ccc(C(=O)/C=C2/C(=O)Nc3ccccc32)cc1
13: NS(=O)(=O)c1cc2c(cc1Cl)NC(Cc1ccccc1)NS2(=O)=O (stereo not drawn)
14: CC(N)C12CC3CC(CC(C3)C1)C2 (stereo not drawn)
15: Cc1ccc(S(=O)(=O)N/N=C/c2cn(C)nc2C)cc1
assay / compound	11	12	13	14	15
hiPSC survival	0.9	-0.6	-0.2	-0.7&4.0	-3.8
NR2E3 ag-1	3	-3	0	1&2	0
MITF TRPM1 inh	-7	-1	-2	6&-10	4
TWEAK Fn14 block	0	-11	7	5&1	-3
Peg3 promoter	12	5	9	4&-12	9
KKLEB cytotox	-2	-16	4	-2&-19	-10
CF NFkB block	3	15	-15	-17&-10	3
aDG glyco act	-0.1	0.1	0.0	0.0&0.3	0.0
NR2E3 ag-2	-6	-60	-21	-6&2	-28
HIF-2a block	1	-7	21	10&-3	6
Shn3 3UTR inh	9	8	14	7&8	3

16: CC(OC(=O)CCCc1c[nH]c2ccccc12)C(=O)Nc1ccc(S(N)(=O)=O)cc1 (stereo not drawn)
17: CCn1c(C)nc2cc(C(=O)NNC(=S)Nc3ccc(Cl)cc3Cl)ccc21
18: CCCCc1nnc(NC(=O)C2CCCO2)s1 (stereo not drawn)
19: Fc1ccc(CCn2c(Cn3c(-c4cnccn4)nc4ccccc43)nc3ccccc32)cc1
20: CCc1nc2sc(C(=O)O)c(N)c2c2c1CCCC2
assay / compound	16	17	18	19	20
hiPSC survival	-0.2	-0.8	-0.8	-1.0	0.5
NR2E3 ag-1	0	0	-4	·	5
MITF TRPM1 inh	6	-16	-17	·	2
TWEAK Fn14 block	-20	-10	-7	26	0
Peg3 promoter	-2	-25	-64	·	6
KKLEB cytotox	16	1	0	·	6
CF NFkB block	-3	2	9	·	-10
aDG glyco act	0.0	0.0	-0.1	0.2	0.3
NR2E3 ag-2	-2	-12	-45	-8	5
HIF-2a block	7	-40	-66	11	23
Shn3 3UTR inh	18	-25	-27	·	-1

Structures from the list above containing an NH in an aromatic ring, in the order listed:
1: COc1ccc2cc(C(=O)NCCCN3CCCC3=O)[nH]c2c1
2: COc1ccc(CN(C(=O)CSc2nnc(-c3c[nH]c4ccccc34)o2)c2ccc(F)cc2)cc1OC
8: CN(C)S(=O)(=O)c1ccc(NC(=O)COC(=O)Cn2[nH]c(=O)c3ccccc3c2=O)cc1
16: CC(OC(=O)CCCc1c[nH]c2ccccc12)C(=O)Nc1ccc(S(N)(=O)=O)cc1 (stereo not drawn)
assay / compound	1	2	8	16
hiPSC survival	0.2	2.6	-0.1	-0.2
NR2E3 ag-1	0	0	0	0
MITF TRPM1 inh	4	0	7	6
TWEAK Fn14 block	-10	72*	-4	-20
Peg3 promoter	-41	107*	2	-2
KKLEB cytotox	6	-8	-16	16
CF NFkB block	-18	63*	2	-3
aDG glyco act	-0.2	-0.6	0.0	0.0
NR2E3 ag-2	-29	34	-10	-2
HIF-2a block	-72	-176	10	7
Shn3 3UTR inh	-23	80	16	18

Continuation.
21: COc1ccc(C2=NOC(Cn3nc(C(=O)NCc4ccccc4OC)cc3-c3ccccc3)C2)cc1 (stereo not drawn)
22: O=C(Nc1ccc2c(c1)OCCO2)c1cccc(S(=O)(=O)N2CCCCC2)c1
23: Cc1nnc(Oc2ccccc2F)c2ccccc12
24: O=C1c2ccccc2[C@@H]2C[C@H]3O[C@H]3CCN12
25: CCn1c(SCC(=O)Nc2cc(C)on2)nc2c(c1=O)SC(C)C2 (stereo not drawn)
assay / compound	21	22	23	24	25
hiPSC survival	2.1	1.0	6.5	0.2	0.9
NR2E3 ag-1	2	-2	-4	·	3
MITF TRPM1 inh	4	-2	-28	-6	13
TWEAK Fn14 block	39	36	-16	6	-6
Peg3 promoter	32	-6	-128	0	10
KKLEB cytotox	-13	10	-1	15	11
CF NFkB block	9	-5	0	-12	0
aDG glyco act	-0.4	0.1	0.0	0.0	0.1
NR2E3 ag-2	5	-14	-55	-13	6
HIF-2a block	12	-37	-168	4	10
Shn3 3UTR inh	3	17	-41	15	18

26: O=C1c2ccccc2-c2ncnc3c(N4CCOCC4)cc(N4CCOCC4)c1c23
27: O=C(CSc1n[nH]c(-c2ccccn2)n1)Nc1ccccc1
28: COc1ccc(CN(C)C(=O)/C=C/[C@H]2O[C@@H](n3cnc4c(N)ncnc43)[C@H](O)[C@@H]2O)cc1OC
29: CC1(C)O[C@H]2CC(=O)OC[C@]23[C@H]2CC[C@@]4(C)[C@H](c5ccoc5)OC(=O)[C@H]5O[C@]54[C@]2(C)[C@@H](O)C[C@@H]13
30: Cc1cccc(CNc2ncnc3ccc(-c4ccc5c(c4)OCCO5)cc23)c1
assay / compound	26	27	28	29	30
hiPSC survival	1.0	0.8	-1.9	-3.1	-3.5
NR2E3 ag-1	1	2	·	1	4
MITF TRPM1 inh	0	3	·	-5	31
TWEAK Fn14 block	13	2	-13	0	33
Peg3 promoter	24	9	-13	-3	21
KKLEB cytotox	-24	12	-8	18	-2
CF NFkB block	-14	9	3	-23	5
aDG glyco act	0.0	1.0	0.0	0.0	0.7
NR2E3 ag-2	-8	-13	9	-35	8
HIF-2a block	-3	12	3	11	16
Shn3 3UTR inh	-5	73	5	15	8

31: COc1cc(CN2CCN(C(=O)CC(C)C)CC2)cc(OC)c1OC
32: COc1cc(OC)cc(C(=O)Nc2ccc(S(=O)(=O)Nc3ccccn3)cc2)c1
33: C/C(=N\NC(=O)c1nnn(-c2nonc2N)c1C)c1ccc(-c2ccccc2)cc1
34: COc1ccc(C(C(=O)NCC2CCCO2)N(Cc2ccco2)C(=O)c2snc(C(N)=O)c2N)cc1OC (stereo not drawn)
35: CC(=O)Oc1ccc(Cn2c(C)c(C(=O)N(C)Cc3ccc(F)cc3)sc2=O)cc1
assay / compound	31	32	33	34	35
hiPSC survival	1.8	0.3	-0.1	0.0	0.9
NR2E3 ag-1	1	1	5	5	·
MITF TRPM1 inh	11	-4	-13	0	·
TWEAK Fn14 block	-6	35	-39	52*	3
Peg3 promoter	9	8	-3	-1	10
KKLEB cytotox	3	10	7	-12	7
CF NFkB block	12	-10	3	24	5
aDG glyco act	0.0	-0.1	0.0	0.1	0.2
NR2E3 ag-2	-21	-27	-8	-24	-26
HIF-2a block	1	16	5	14	12
Shn3 3UTR inh	-1	2	-22	-15	-8

36: O=C(Nc1nc2ccccc2[nH]1)c1ccccc1
37: CCOC(=O)NC1CCS(=O)(=O)C1 (stereo not drawn)
38: CN(Cc1ccccc1)CC(O)COc1ccc(CNCc2ccc(Cl)s2)cc1 (stereo not drawn)
39: Cc1ccc(CSc2nnc(-c3cccnc3)n2N)cc1
40: CCCCC[C@H](C)N1C[C@@H](COCc2ccccc2)Oc2cc(N3CCC[C@H]3COC)ccc2S1(=O)=O
41: Cc1c(C(=O)N2CCCC(C(F)(F)F)C2)oc2ccccc12 (stereo not drawn)
42: CCOC(=O)C1CCCN(C(=O)CN2C(=O)C(CC)Oc3ccc(C)cc32)C1 (stereo not drawn)
43: COc1ccc(NS(=O)(=O)c2ccc(NC(=O)C(C)(C(F)(F)F)C(F)(F)F)cc2)nn1
assay / compound	36	37	38	39	40	41	42	43
hiPSC survival	-7.1	0.4	-1.1	-2.3	0.2	-2.4	-2.2	-0.2
NR2E3 ag-1	1	2	0	1	·	-1	-2	5
MITF TRPM1 inh	6	-12	24	3	·	-24	-8	10
TWEAK Fn14 block	79*	-4	-6	-11	11	-23	-3	2
Peg3 promoter	-30	11	54*	5	·	-74	3	3
KKLEB cytotox	4	11	-13	3	·	-16	9	-7
CF NFkB block	-15	-16	8	-7	·	-11	-13	2
aDG glyco act	-0.2	-0.1	6.2*	-0.2	-0.1	0.0	0.0	0.0
NR2E3 ag-2	-117	-3	2	-40	12	-18	0	-1
HIF-2a block	-28	4	24	4	11	-49	1	2
Shn3 3UTR inh	17	8	24	-4	·	-11	-5	10
